Screening results: PubChem, several laboratories
Furin inh = blocks human furin protease activity; inhibition, % at 30 µM; purified furin, fluorogenic substrate cleavage; 0.061% of 220,000 active; in the data active means inhibition above about 25%; further: inactives centre near -15
hK5 inh = kallikrein 5 (human) inhibition. Q9Y337. AID 873. inhibition, % at 5 µM. recombinant hK5, fluorogenic AMC substrate cleavage. 0.59% of 210,000 active;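 active means inhibition of 40% or more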;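 further: 0% = enzyme controls without compound and 100% = no-enzyme blanks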
Target sequence (Q9Y337 67-293 limits assumed): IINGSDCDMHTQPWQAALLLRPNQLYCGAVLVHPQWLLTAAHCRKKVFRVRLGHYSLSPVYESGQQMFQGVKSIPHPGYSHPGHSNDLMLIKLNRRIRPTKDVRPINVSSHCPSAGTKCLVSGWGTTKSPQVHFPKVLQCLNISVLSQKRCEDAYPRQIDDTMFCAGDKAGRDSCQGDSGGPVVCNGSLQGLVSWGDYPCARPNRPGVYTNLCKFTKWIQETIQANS
FXIIa inh 1536 = factor XIIa (human) inhibition. P00748. purified FXIIa, Boc-QGR-AMC fluorogenic substrate, 2 h. inhibition, % at 5 µM. 0.3% of 220,000 active. AID 800; in the data active means inhibition above about 40%;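 further: 0% = enzyme with no compound and 100% = blank without enzyme; many of its hits are not listed in these tables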
Thrombin inh = blocks human thrombin protease activity; 0.26% of 220,000 active; inhibition, % at 5 µM; alpha-thrombin, Boc-VPR-AMC fluorogenic substrate cleavage; P00734;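 active means inhibition at or above 40%; inactive means inhibition below 40%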;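 further: 0% = enzyme with no compound and 100% = wells without enzyme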
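Material: human alpha-thrombin enzyme / Medium: pH 7.5 Tris (50 mM) with NaCl 150 mM, Tween 20 0.05% / Compound: single-point dosing at 5 µM, 0.2% DMSO / Incubation: enzyme reaction carried out at room temperature / Detection: AMC fluorescence, 355/460 nm / Read-out basis: percent inhibition scaled between no-compound controls and no-enzyme blanks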
PERK inhibitor = human PERK inhibition, primary cell-based screen | inhibition, % at 5.6 µM | CHO PERK-DD fusion, SEAP luminescence translation reporter | AID 1416 | 0.17% of 220,000 active | Q9NZJ5;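 active means inhibition above the mean inhibition of all tested compounds plus 3 SD, set separately per screening campaign, cut at about 2.9% in these data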;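 further: PERK kinase domain activated by AP20187 dimerizer at 100 nM; 0% = DMSO with dimerizer and 100% = rapamycin at 8.4 µM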
FXIa inh 1536 = factor XIa (human) inhibition. P03951. purified FXIa, Boc-Glu-Ala-Arg-AMC fluorogenic substrate. inhibition, % at 5 µM. 0.14% of 220,000 active. AID 798;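 active means inhibition of at least 40%; inactive means inhibition below 40%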;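 further: fluorescence of freed AMC excited at 355 nm; 0% = enzyme without compound and 100% = no enzyme blank; many of its hits are not listed in these tables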
Wee1 degr inh = human Wee1 degradation inhibition, primary screen; P30291; HeLa Luc-Wee1K328M stability, luciferase luminescence; 100% = proteasome inhibitor MG132 effect; reporter increase, % at 5 µM; 1.2% of 220,000 active; AID 1321;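 active means activation above the mean of all tested compounds plus 3 SD, set per screening run, cut at about 8.8% in these data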;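 further: cells exposed to compound for 20 h before luminescence read; 0% = DMSO alone and 100% = MG132 at 30 µM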
p97 inhibitor = human p97 ATPase inhibition. P55072. recombinant p97 ATPase, Kinase-Glo ATP luminescence, 3 h. inhibition, % at 8 µM. 0.42% of 220,000 active; in the data active means inhibition above about 15%;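 further: 0% = DMSO vehicle and 100% = wells lacking enzyme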
Target sequence (P55072 whole entry, looked up): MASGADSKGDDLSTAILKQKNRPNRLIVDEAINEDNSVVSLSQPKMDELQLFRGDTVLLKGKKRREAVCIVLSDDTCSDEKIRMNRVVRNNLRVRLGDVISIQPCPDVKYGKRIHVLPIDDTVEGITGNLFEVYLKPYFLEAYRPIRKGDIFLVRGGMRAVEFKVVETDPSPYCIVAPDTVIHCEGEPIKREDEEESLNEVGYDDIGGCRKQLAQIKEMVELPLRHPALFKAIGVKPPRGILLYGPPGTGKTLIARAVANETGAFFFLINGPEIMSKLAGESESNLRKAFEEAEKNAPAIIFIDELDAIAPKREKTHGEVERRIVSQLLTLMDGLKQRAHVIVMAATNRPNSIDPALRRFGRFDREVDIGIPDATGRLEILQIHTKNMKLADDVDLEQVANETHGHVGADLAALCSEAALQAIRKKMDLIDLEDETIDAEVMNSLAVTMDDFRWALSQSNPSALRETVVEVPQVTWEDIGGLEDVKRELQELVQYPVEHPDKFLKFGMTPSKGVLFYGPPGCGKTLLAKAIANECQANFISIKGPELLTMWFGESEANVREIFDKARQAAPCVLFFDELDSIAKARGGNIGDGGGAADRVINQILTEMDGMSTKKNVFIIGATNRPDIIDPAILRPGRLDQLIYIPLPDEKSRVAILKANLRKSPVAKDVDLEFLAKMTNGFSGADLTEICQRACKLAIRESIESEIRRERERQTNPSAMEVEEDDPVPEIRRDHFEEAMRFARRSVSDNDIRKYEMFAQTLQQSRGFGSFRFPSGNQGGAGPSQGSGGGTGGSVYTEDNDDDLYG
Cl transport mod = modulators of human KCC2 chloride dependent transport. Q9H2X9. KCC2 cells, thallium flux FluoZin-2 fluorescence. B-score of Tl+ flux slope (higher = more flux/activation; lower = inhibition) at 10 µM. 2.2% of 190,000 active. AID 1456;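 active means thallium flux slope and its plate-corrected score both differing from the plate sample mean at a set confidence after two filtering rounds, in either direction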;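 further: slope of fluorescence scaled to starting intensity during 10 to 20 s after thallium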
* = called active by the depositor; · = not tested or not shown; [ ] = another dose, or the depositor's remark.

The first 8 records as a preview:
p97 inhibitor	FXIIa inh 1536	Furin inh	hK5 inh	Cl transport mod	Wee1 degr inh	Thrombin inh	PERK inhibitor	FXIa inh 1536	SMILES
-4.3	0.9	-16.9	-11.8	-1.1	2.6	-1.7	1.4	-5.4	COCCNC(=O)CCCn1c(=O)c2cc(OC)c(OC)cc2n(CC(=O)Nc2ccc(F)cc2)c1=O
1.4	8.1	-16.2[20 µM]	-2.6	0.289	1.5	0.8	-0.7	0.5	CSc1ccccc1C(=O)Nc1nccs1
4.2	12.1	-12.6	-4.7	-1.92	1.6	6.5	2.4	-3.2	C=CCn1c(=O)c(C(=O)OCC)c(O)c2ccccc21
2.2	5.6	-12.1	-6.6	-0.39	0.3	-2.5	0.6	7.4	CCCCC(=O)Nc1ccc(C(=O)Nc2ccc(OC)cc2[N+](=O)[O-])cc1
-2.9	13.0	-4.4	3.6	·	-0.9	3.4	0.5	2.5	O=C(O)c1ccc2c(c1)C(=O)N(C(Cc1ccccc1)C(=O)O)C2=O (stereo unspecified)
-4.7	5.2	5.2[20 µM]	0.8	0.645	1.6	-5.9	-0.9	-17.5	Cc1cc(C)cc(N(CC(=O)NC2CCCCC2)C(=O)c2ccc(C)s2)c1
0.6	8.1	-5.0	3.6	-0.0362	4.5	0.9	0.5	2.1	COc1ccc([N+](=O)[O-])cc1NC(=O)CC1SC(=Nc2cccc(C)c2C)N(/N=C(\C)c2ccc(C)cc2)C1=O (stereo unspecified)
0.9	11.3	-22.9[20 µM]	-2.3	-1.13	0.8	1.0	0.3	-1.0	O=C(COC(=O)c1n[nH]c2ccccc12)NC(=O)NC1CCCC1

This part in full, repeating the preview:
p97 inhibitor	FXIIa inh 1536	Furin inh	hK5 inh	Cl transport mod	Wee1 degr inh	Thrombin inh	PERK inhibitor	FXIa inh 1536	SMILES
-4.3	0.9	-16.9	-11.8	-1.1	2.6	-1.7	1.4	-5.4	COCCNC(=O)CCCn1c(=O)c2cc(OC)c(OC)cc2n(CC(=O)Nc2ccc(F)cc2)c1=O
1.4	8.1	-16.2[20 µM]	-2.6	0.289	1.5	0.8	-0.7	0.5	CSc1ccccc1C(=O)Nc1nccs1
4.2	12.1	-12.6	-4.7	-1.92	1.6	6.5	2.4	-3.2	C=CCn1c(=O)c(C(=O)OCC)c(O)c2ccccc21
2.2	5.6	-12.1	-6.6	-0.39	0.3	-2.5	0.6	7.4	CCCCC(=O)Nc1ccc(C(=O)Nc2ccc(OC)cc2[N+](=O)[O-])cc1
-2.9	13.0	-4.4	3.6	·	-0.9	3.4	0.5	2.5	O=C(O)c1ccc2c(c1)C(=O)N(C(Cc1ccccc1)C(=O)O)C2=O (stereo unspecified)
-4.7	5.2	5.2[20 µM]	0.8	0.645	1.6	-5.9	-0.9	-17.5	Cc1cc(C)cc(N(CC(=O)NC2CCCCC2)C(=O)c2ccc(C)s2)c1
0.6	8.1	-5.0	3.6	-0.0362	4.5	0.9	0.5	2.1	COc1ccc([N+](=O)[O-])cc1NC(=O)CC1SC(=Nc2cccc(C)c2C)N(/N=C(\C)c2ccc(C)cc2)C1=O (stereo unspecified)
0.9	11.3	-22.9[20 µM]	-2.3	-1.13	0.8	1.0	0.3	-1.0	O=C(COC(=O)c1n[nH]c2ccccc12)NC(=O)NC1CCCC1
4.2	11.3	-26.4	-7.0	-0.0183	-1.9	0.0	-0.8	4.4	CCCNc1nc2c(c(=O)n(C)c(=O)n2C)n1CCC(C)C
-5.8	7.3	-16.6	-8.5	·	0.7	0.1	-1.1	1.4	COc1ccc(S(=O)(=O)N2CCC(C(=O)Nc3cccc(Cl)c3)CC2)cc1OC
-3.0	0.2	-12.6	-16.1	0.482	-1.5	-4.4	-1.1	-2.5	CCOc1ccc(Nc2nc(N)nc(CN(C)C3CCCCC3)n2)cc1
-0.8	4.3	-14.8[20 µM]	30.5	·	1.9	-7.7	-1.6	-9.4	COc1ccccc1CNC(=O)c1ccc(OCc2c(C)noc2C)c(OC)c1
0.3	8.2	-9.8	-15.8	0.355	-0.3	-7.7	-0.3	0.9	CCc1ccc(N(CC(=O)Nc2ccccc2C(=O)N2CCOCC2)S(C)(=O)=O)cc1
5.8	10.1	-22.0	5.3	-0.062	-0.5	1.6	0.9	2.9	COc1ccccc1NC(=O)/C=C/c1cc([N+](=O)[O-])ccc1OC(F)F
1.8	11.1	-17.0	-9.9	-0.551	6.8	1.6	1.2	6.5	c1ccc(Nc2n[nH]nc2-c2ccccc2)cc1
-0.3	12.3	-23.7	0.5	-1.1	1.1	15.5	-0.5	3.8	COCCN(Cc1ccccc1)C(=S)Nc1ccc(Cl)cc1
-3.7	4.3	-18.8	1.7	0.341	-1.1	-4.4	0.5	1.6	CC(C(=O)OCC(=O)Nc1cccc(S(=O)(=O)N(C)C)c1)N1C(=O)c2ccccc2C1=O (stereo unspecified)
-7.4	11.5	-27.8	2.2	-0.246	4.2	5.0	0.4	7.1	Nc1cc(C2CCCC2)nn1-c1ccccc1
3.9	1.0	-25.8[20 µM]	0.4	·	-2.1	3.1	0.9	1.2	CC1Cc2cc(/C(O)=C3/C(=O)C(=O)N(CCCn4ccnc4)C3c3cccnc3)ccc2O1 (stereo unspecified)
-5.0	12.8	-3.8	5.9	-0.103	-0.1	6.1	-0.9	6.8	CC1SCC(=O)N(CC(=O)NC2CCCCC2)C1=O (stereo unspecified)
3.8	7.0	-13.7	-30.4	-0.0611	2.6	2.5	0.2	4.5	COc1cc(-c2nn3c(-c4ccccn4)nnc3s2)cc(OC)c1OC
-4.7	1.9	-0.7	-15.2	-0.0377	-2.0	-1.5	1.0	-3.6	N#Cc1c2c(c(-c3ccccc3)[nH]c1=O)CCCC2
3.2	6.7	-21.7	-27.7	-0.00649	1.1	-1.2	-0.5	-3.7	Cc1[nH]nc(SCC(=O)N2CCCCCC2)c1[N+](=O)[O-]
13.8	8.9	-19.1[20 µM]	-7.5	·	1.1	2.0	-0.6	0.7	O=C(C1CCN(S(=O)(=O)c2cccnc2)CC1)N1CCN(c2ccccc2Cl)CC1
1.7	7.0	-29.1	-20.2	·	-3.3	-8.1	0.2	-1.2	O=C(COc1ccc(S(=O)(=O)NC2CCCCC2)cc1)Nc1ccc2c(c1)OCCO2
3.2	4.9	-19.4	2.9	2.1	2.1	3.8	-0.6	0.5	CC1(C)C2CCC(C2)C1(C)NC(=O)CN1CCN(Cc2ccccc2)CC1 (stereo unspecified)
5.1	16.2	9.8[20 µM]	-9.9	-0.275	-2.8	4.9	0.4	-3.3	CCOCCCNc1nc2c([nH]1)c(=O)n(C)c(=O)n2C
-3.4	12.9	1.0	-1.2	0.583	-3.1	-5.3	0.4	2.5	COc1ccccc1CNC(=O)CCn1c(=O)oc2ccccc21
1.6	6.7	-5.3	-19.7	-1.36	-0.7	-4.8	-0.4	3.8	CCOC(=O)C1=C(C)C(c2cccc(Oc3ccccc3)c2)NC(=S)N1 (stereo unspecified)
2.5	-6.5	-15.8[20 µM]	2.3	0.572	-2.8	-4.9	-0.1	-5.8	CC(C)C(c1nnnn1CC1CCCO1)N1CCN(Cc2ccc3c(c2)OCO3)CC1 (stereo unspecified)
-0.5	4.1	-19.0[20 µM]	4.7	·	2.0	-2.0	0.6	-1.6	CCCOc1ccc2c(=O)c(N3C(=O)c4ccccc4C3=O)c(C)oc2c1
4.0	0.4	-8.4	-13.2	1.56	1.9	0.0	0.7	-3.9	[O-]/C(=C(\C(=S)Nc1cccc2ccccc12)[n+]1ccccc1)c1cccs1
-3.0	12.3	-14.6	-7.6	-1.71	1.6	-12.5	0.2	-2.0	O=C(c1cn(CC(=O)N2CCCC2)c2ccccc12)C1CCCCC1
-2.4	22.1	-18.3	15.8	-1.27	2.8	27.1	-0.2	27.7	COc1cccc(NC(=O)NCc2ccc(F)cc2)c1
0.0	11.5	-16.7	-6.9	1.99	0.1	0.7	0.9	3.1	O=C1c2cccnc2C(O)N1Cc1ccco1 (stereo unspecified)
0.8	6.0	-14.0	-1.2	0.794	0.6	-4.2	0.8	-3.0	CCCN(CCC)CC(O)Cn1cc(/C=C/C(=O)c2ccccc2)c2ccccc21 (stereo unspecified)
2.6	3.5	-13.2	-7.4	-0.936	-1.7	4.3	-0.2	-2.5	CC1Cc2ccccc2N1C(=O)COC(=O)CCc1nc2ccccc2c(=O)[nH]1 (stereo unspecified)
2.8	13.0	-22.9[20 µM]	3.7	-1.25	1.4	-1.2	0.0	4.4	CCOC(=O)CSc1nc2ccc(Nc3nc(N4CCOCC4)nc(N4CCOCC4)n3)cc2s1
1.6	9.1	-4.5	-25.3	·	-1.7	-1.0	0.3	-6.1	Cc1ccc2c(c1)NC(=O)C(N1CCOCC1)(C(F)(F)F)O2 (stereo unspecified)
-0.7	16.1	-3.6	-12.0	-0.915	0.8	-0.4	-0.6	5.1	O=C(c1ccc(C(F)(F)F)cc1)N1CCC(=O)N(C(COCc2ccc(Cl)cc2)Cc2ccccc2)CC1 (stereo unspecified)
0.9	7.0	-16.2	-0.4	0.297	-0.5	·	1.5	3.7	COc1ccc(Oc2cc(Cl)nc(N)n2)cc1
5.7	12.3	-20.2[20 µM]	0.1	·	0.4	-0.1	1.6	1.9	O=C(O)C1C2C=CC(C2)C1C(=O)Nc1cccc(C(=O)N2CCCCC2)c1 (stereo unspecified)
0.7	·	-20.3	-3.0	2	-0.8	-5.5	0.4	-6.1	C/C(=N\NC(=S)NC(C)C)c1ccc(C(C)(C)C)cc1
4.1	4.3	-8.3[20 µM]	-15.5	0.701	0.1	-4.6	0.4	-5.3	CCN1CCc2nc(NC(=O)c3ccccc3)sc2C1
-5.1	7.4	-8.4	1.3	0.663	-0.9	-5.1	-0.1	-9.6	Cc1cc(Br)ccc1OCCCCNC(C)(C)C
-0.1	11.0	-35.0	-7.2	·	0.1	-1.8	-0.7	5.7	Cn1c(C(=O)NCc2cccs2)cc2c(=O)n(C)c3ccccc3c21
-5.2	19.5	-0.1	30.3	1.15	2.7	13.0	-1.6	2.6	O=C(Nc1ccc(F)cc1)c1ccccc1S(=O)(=O)c1ccccc1[N+](=O)[O-]
6.9	2.8	-15.1	2.8	0.136	1.4	-7.1	1.0	-14.8	CCOc1cc(C2C(C#N)=C(N)Oc3n[nH]c(C)c32)ccc1OCCN1CCOCC1 (stereo unspecified)
4.4	5.9	-19.1	0.1	0.885	-3.3	-2.3	-1.6	-1.2	CC1CCC(C(C)C)C(OCC(O)CNC(C)C)C1 (stereo unspecified)
3.8	0.9	-11.7[20 µM]	-6.6	-0.0225	4.2	-5.5	-1.1	-5.3	O=C(Nc1nnc(CC2=CCCCC2)s1)c1cccs1
0.5	-11.6	-22.4[20 µM]	-136.3	-0.165	3.2	-9.9	-0.3	0.3	N#Cc1c(NC2CCCCC2)nc(-c2ccco2)c2c1CCCC2
0.7	17.9	-5.8	-5.8	·	-1.0	3.4	-0.9	10.0	COc1ccc(NC(=O)c2c(NC(=O)CNCc3ccco3)sc3c2CCC3)cc1
-2.9	13.5	17.2	-11.7	-0.213	6.4	-6.3	-1.4	3.2	COc1ccc(/C=C2\CCCc3c2nc2ccccc2c3C(=O)OCC(=O)c2c(N)n(C)c(=O)n(C)c2=O)cc1
0.2	7.5	-15.4	-4.5	-0.299	0.2	-7.5	0.1	3.5	CCc1cc2c(SCC(=O)Nc3ncc(Cl)c(C)c3Cl)ncnc2s1
5.4	4.3	-24.2	-2.9	0.0741	0.2	·	0.8	3.0	Cc1nnc(SCC(=O)NNC(=O)COc2ccc(Cl)cc2)s1
